GSH fluor: GSH bead compound fluorescence profile. fluorescence (KMESF) at 10 µM. hit rate 0.25% among 190,000. GSH beads flow cytometry, compound fluorescence 488/530 nm; hits give high values. AID 1776; in the data active = fluorescence above about 89;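 also: glutathione beads carrying GST-tagged Bcl family fusion proteins plus one bare bead set; values are compound well signal with DMSO vehicle wells as background; inactives centre near 16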
RGS4-Gao reg: human RGS4-Galphao interaction regulation | binding response (% of control), % at 10 µM | hit rate 0.33% among 220,000 | P09471 | Multiplexed bead flow cytometry, RGS4-Galphao binding; actives lie on both sides; in the data active = binding response below about 49% or above about 150%; inactive = in between;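 also: fluorescent Galphao activated with aluminum fluoride binding bead-coupled RGS4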
Target sequence (P09471 whole entry, looked up): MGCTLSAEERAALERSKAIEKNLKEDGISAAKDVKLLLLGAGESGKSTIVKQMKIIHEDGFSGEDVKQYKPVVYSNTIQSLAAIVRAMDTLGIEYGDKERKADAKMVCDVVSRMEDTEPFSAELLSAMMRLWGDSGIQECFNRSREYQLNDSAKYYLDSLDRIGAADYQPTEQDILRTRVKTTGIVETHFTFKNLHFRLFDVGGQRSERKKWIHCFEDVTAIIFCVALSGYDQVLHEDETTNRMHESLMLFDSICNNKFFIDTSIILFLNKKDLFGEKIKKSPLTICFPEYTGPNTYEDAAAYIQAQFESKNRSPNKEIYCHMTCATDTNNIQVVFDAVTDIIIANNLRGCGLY
ABCB1 block: human ABCB1 inhibition, ABCG2 as counter-screen | hit rate 0.067% among 190,000 | P08183 | CCRF-Adr cells, JC-1 efflux, flow cytometry | AID 1326 | inhibition, % at 6.6 µM; in the data active = inhibition above about 40%;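 also: 0% = vehicle and 100% = reference inhibitor; higher value means more JC-1 retained so stronger ABCB1 efflux block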
Bim-Bcl-XL: disrupts Bim peptide binding to human Bcl-XL; AID 1007; Q07817; bead flow cytometry, fluorescence; inhibition, % at 10 µM; hit rate 0.04% among 190,000
Target sequence (Q07817 whole entry, looked up): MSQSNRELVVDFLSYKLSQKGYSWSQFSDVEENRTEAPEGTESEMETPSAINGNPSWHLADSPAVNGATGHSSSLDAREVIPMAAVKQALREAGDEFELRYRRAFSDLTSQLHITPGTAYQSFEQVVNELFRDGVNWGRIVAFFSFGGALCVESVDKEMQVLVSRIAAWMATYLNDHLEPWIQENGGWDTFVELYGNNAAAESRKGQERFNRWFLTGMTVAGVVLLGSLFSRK
Bim-Bcl-2: disrupts Bim peptide binding to human Bcl-2; inhibition, % at 10 µM; P10415; Bead-based flow cytometry, Bim peptide-Bcl-2 binding; AID 950; hit rate 0.06% among 190,000; in the data active = inhibition above about 40%; inconclusive = no clear call, values can overlap the other calls;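 also: 0% = no compound wells with probe peptide and 100% = reference peptide inhibitor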
Bim-Bcl-B: inhibitors of Bim-Bcl-B interaction, human. bead-based flow cytometry, Bim peptide-Bcl-B binding. inhibition, % at 10 µM. hit rate 0.073% among 190,000;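 also: 0% = tracer peptide without compound and 100% = reference inhibitor peptide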
Target sequence (Q9HD36 whole entry, looked up): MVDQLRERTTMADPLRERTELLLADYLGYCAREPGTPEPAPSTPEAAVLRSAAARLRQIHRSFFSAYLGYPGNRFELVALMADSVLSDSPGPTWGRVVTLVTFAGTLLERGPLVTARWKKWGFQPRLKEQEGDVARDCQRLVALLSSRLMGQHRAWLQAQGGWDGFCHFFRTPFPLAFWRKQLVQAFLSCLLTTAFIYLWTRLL
Bim-Bcl-W: inhibitors of Bim-Bcl-W interaction, human; Q92843; bead-based flow cytometry, Bim peptide-Bcl-W binding; inhibition, % at 10 µM; hit rate 0.02% among 190,000; AID 952;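 also: 0% = bound tracer without compound and 100% = peptide blocker; higher means less fluorescent Bim peptide bound to Bcl-W beads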
Target sequence (Q92843 whole entry, looked up): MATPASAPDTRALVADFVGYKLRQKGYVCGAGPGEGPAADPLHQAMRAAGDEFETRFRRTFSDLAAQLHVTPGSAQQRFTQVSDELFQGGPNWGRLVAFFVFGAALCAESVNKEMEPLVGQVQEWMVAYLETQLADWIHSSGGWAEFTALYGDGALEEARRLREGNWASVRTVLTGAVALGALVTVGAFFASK
RGS7-Gao reg: regulators of human RGS7-Galphao interaction. AID 1439. hit rate 0.35% among 220,000. binding response (% of control), % at 10 µM. P09471. Multiplexed bead flow cytometry, RGS7-Galphao binding; actives lie on both sides; in the data active = binding response below about 49% or above about 150%; inconclusive = no clear call, values can overlap the other calls; inactive = in between;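 also: fluorescent Galphao held in activated GDP-AlF4 state binding bead-coupled RGS7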
Avidin bead fluor: avidin bead compound fluorescence profile. AID 1775. fluorescence (KMESF) at 10 µM. hit rate 0.38% among 220,000. Avidin beads, compound fluorescence 488/530 nm, flow cytometry; hits give high values; in the data active = fluorescence above about 47; also: inactives centre near 10
Bfl-1 Bim block: inhibitors of Bim-Bfl-1 interaction, human; AID 1008; inhibition, % at 10 µM; hit rate 0.12% among 190,000; Bead-based flow cytometry, Bim-Bfl-1 binding inhibition;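 also: 0% = wells without compound plus tracer and 100% = blocker peptide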
ABCG2 inh: blocks JC-1 efflux by human ABCG2 transporter; IgMXP3 cells, flow cytometry; inhibition, % at 6.6 µM; AID 1325; hit rate 0.1% among 190,000;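 active = inhibition above 80%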;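 also: 0% = DMSO and 100% = nicardipine control wells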
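Test system: IgMXP3 cells (ABCG2) mixed with DDAO far-red-labelled CCRF-Adr cells (ABCB1). Reagent: JC-1 transporter substrate. Compound dosing: single test compound dose, 6.6 µM final. Times: 10 min compound exposure, 25 °C. Detection: flow cytometry of retained JC-1 fluorescence. Read-out basis: efflux inhibition in percent versus controls. Controls: nicardipine and DMSO wells.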
Numbers without * were called inactive; ? = inconclusive. Rule as the data show it, unless noted: active = inhibition above about 40%.

SMILES	GSH fluor	RGS4-Gao reg	ABCB1 block	Bim-Bcl-XL	Bim-Bcl-2	Bim-Bcl-B	Bim-Bcl-W	RGS7-Gao reg	Avidin bead fluor	Bfl-1 Bim block	ABCG2 inh
CCS(=O)(=O)N1Cc2ccccc2CC1C(=O)Nc1nc2c(C)cccc2s1 (stereo not given)	11	95	0.9	-7	-3	-13	-4	93	13	-1	6
C/C(=N\NC(=O)C(N)=O)c1ccc(NC(=O)c2cccs2)cc1	19	98	-0.1	-4	-1	-2	0	104	12	-4	5
COc1ccc(OCCn2cncn2)cc1	24	105	0.1	-5	-8	-5	0	102	23	-16	2
O=C(c1noc2c1CCCC2)N1CCN(C(c2ccccc2)c2ccccc2)CC1	30	100	1.2	-1	-5	-6	0	99	15	-10	4
CCOc1ccc(C(=O)Nc2nc(C)cc(C)n2)cc1[N+](=O)[O-]	16	103	0.9	-5	-7	-6	-4	100	13	-15	16
COc1ccc(CCNC(=O)c2[nH]c(C)c(C(C)=O)c2C)cc1OC	29	95	-6.0	0	0	0	-1	93	15	-2	-1
Brc1ccccc1OCCOCCOc1cccc2cccnc12	16	101	0.1	0	0	0	-3	103	22	-3	1
O=C(Nc1nc2ccccc2s1)c1ccc(F)cc1	14	97	0.1	0	-3	-6	-1	94	11	-8	4
CCCSc1nc2c(c(=O)n(C)c(=O)n2C)n1Cc1ccc(C)cc1	28	103	1.5	-9	-12	-11	-2	102	13	-17	16
Cc1ccc(S(=O)(=O)Oc2ccc(N3C(=O)C4C5CCC(C5)C4C3=O)cc2)cc1 (stereo not given)	13	79	1.4	1	-5	-5	0	68	4	-5	4
O=C(COc1cccc2cccnc12)Nc1nccs1	51	95	0.1	5	-3	-1	-2	95	5	-3	1
O=C(COc1ccccc1)NNC1=NS(=O)(=O)c2ccccc21	11	99	0.6	-2	3	1	4	?	11	-2	2
CCOC(=O)c1c(C)c2c(n1C)CCC/C2=N\O	10	101	1.1	-4	0	0	1	100	15	-1	10
NC(=O)c1cnn2c1NC(c1ccc(F)cc1)CC2C(F)(F)F (stereo not given)	53	101	0.4	-2	-9	-10	5	104	8	-12	2
CCN(c1ccccc1)S(=O)(=O)c1cc(C(=O)Nc2ccccc2Cl)ccc1F	21	107	0.4	-9	-8	-15	-8	107	7	-19	1
COc1ccc(-c2ccc(-c3nnc(Cc4ccc(OC)c(OC)c4)o3)cc2)cc1	17	89	0.8	-3	0	-1	0	88	27	-3	3
COc1ccccc1Nc1nc(N)nc(CSCCO)n1	58	99	0.8	13	-7	-9	-4	101	4	-9	5
CC1=C(C(=O)Nc2cccnc2)C(c2ccncc2)n2nnnc2N1 (stereo not given)	17	98	-0.1	0	0	-4	-2	96	21	-5	-1
CCC1SC(N)=NC1=O (stereo not given)	34	100	-0.4	-11	-12	-15	-2	99	13	-19	-1
O=C(CCS(=O)(=O)Cc1ccc(Cl)cc1)NCCCN1CCN(c2ccccc2F)CC1	21	106	1.4	-11	-9	-8	-5	110	34	-17	5
CCCNC(=O)CN1C(=O)NC(Cc2c[nH]c3ccccc23)C1=O (stereo not given)	25	103	1.2	-2	-3	-3	-4	?	15	-4	0
COc1cc(/C=N/NC(=O)c2cn(-c3cccc(C)n3)cn2)ccc1O	18	101	-0.2	9	0	7	6	97	10	-1	1
CCOC(=O)c1ccc(NC=C2C(=O)OC3(CCCCC3)OC2=O)cc1	30	101	0.6	2	-2	-1	2	97	16	-3	2
CCN(CC)CC(=O)NCc1cc(-c2ccc(OC)cc2)no1	34	98	0.7	-3	-3	-2	-3	99	9	-2	2
Clc1cccc(OCCN2CCOCC2)c1	31	107	0.5	-6	-5	-7	-4	102	14	-21	2
CCOC(=O)N1CCN(C(=O)CCCn2c(=S)[nH]c3ccsc3c2=O)CC1	16	103	0.0	-3	-4	-11	-3	104	10	-2	0
CC(NC(=O)CCc1nnc(C2(c3ccc(Cl)cc3)CCC2)o1)C1CC1 (stereo not given)	10	98	2.8	-4	-5	-4	-1	103	7	-6	5
CC(C)C1=NN2C(=N)CC(=O)N=C2S1	6	112	-0.3	0	-2	0	3	122	36	-4	-1
CC(C)(C)C(=O)N1CCn2c1nc1ccccc12	20	105	0.1	0	-5	0	-1	104	9	-13	1
COc1ccc(-c2nc(CS(=O)CC(=O)NCc3cccnc3)c(C)o2)cc1 (stereo not given)	15	100	0.4	-6	-2	-4	-2	102	4	1	1
COC(=O)c1cc(C(=O)OC)cc(N2C(=O)CC(NNC(=O)c3ccc(C)cc3)C2=O)c1 (stereo not given)	10	101	-0.6	-2	1	0	0	94	13	4	4
O=C(NCC1(N2CCCCC2)CCCCC1)C1CC(=O)N(c2ccc3c(c2)OCCO3)C1 (stereo not given)	12	102	0.4	-1	-3	-4	0	?	11	-4	2
COc1ccc(NC(=O)CN2C(=O)C(c3ccccc3)=NC23CCCCCC3)cc1	9	102	2.1	20	13	12	14	101	7	20	19
Cc1cc(C)cc(Nc2nc(-c3ccc(S(=O)(=O)N4CCCC4)cc3)cs2)c1	5	107	-0.5	-1	1	-2	1	101	13	5	-2
O=C(Nc1cccnc1)c1cccnc1	20	104	2.0	-3	-9	-6	0	102	40	-17	22
CCCCCNCc1ccc(Cl)cc1	7	100	0.2	-3	-1	-4	-2	102	22	-7	1

Among those listed so far, three contain two or more sulfur atoms.
SMILES	GSH fluor	RGS4-Gao reg	ABCB1 block	Bim-Bcl-XL	Bim-Bcl-2	Bim-Bcl-B	Bim-Bcl-W	RGS7-Gao reg	Avidin bead fluor	Bfl-1 Bim block	ABCG2 inh
CCS(=O)(=O)N1Cc2ccccc2CC1C(=O)Nc1nc2c(C)cccc2s1 (stereo not given)	11	95	0.9	-7	-3	-13	-4	93	13	-1	6
CCOC(=O)N1CCN(C(=O)CCCn2c(=S)[nH]c3ccsc3c2=O)CC1	16	103	0.0	-3	-4	-11	-3	104	10	-2	0
Cc1cc(C)cc(Nc2nc(-c3ccc(S(=O)(=O)N4CCCC4)cc3)cs2)c1	5	107	-0.5	-1	1	-2	1	101	13	5	-2

Additional records follow:
SMILES	GSH fluor	RGS4-Gao reg	ABCB1 block	Bim-Bcl-XL	Bim-Bcl-2	Bim-Bcl-B	Bim-Bcl-W	RGS7-Gao reg	Avidin bead fluor	Bfl-1 Bim block	ABCG2 inh
Cn1ccnc1C1CCCCN1Cc1nc(Cc2ccccc2F)no1 (stereo not given)	16	96	0.8	-5	-3	-4	-3	95	2	-5	7
COc1ccccc1Oc1nnnn1-c1ccc(C(N)=O)cc1	20	100	0.1	-3	-3	0	0	99	13	0	3
CC1=C(C(=O)Nc2cccnc2)C(c2ccc3c(c2)OCO3)C2=C(CCCC2=O)N1 (stereo not given)	24	100	0.3	-7	-10	-6	1	99	35	-12	3
COCCn1nnnc1C(C(C)C)N1CCCC(C)C1 (stereo not given)	19	95	0.2	-1	-4	-1	-1	93	11	-5	3
Cc1cc(C)nc(SCC(=O)N/N=C/C=C/c2ccccc2)n1	16	102	0.3	-7	-4	-8	-5	103	18	-14	6
Cc1ccc(NC(=S)N(CCCN(C)C)Cc2cc3cc4c(cc3[nH]c2=O)OCO4)cc1	8	102	0.2	-4	-5	-8	-1	102	9	-7	0
Cc1ccccc1NS(=O)(=O)c1ccc(F)cc1	12	105	0.4	-6	-8	-13	-4	102	9	-19	3
CS(=O)(=O)N1CC(C(=O)O)Oc2ccc(CC(=O)O)cc21 (stereo not given)	11	99	0.8	0	-1	3	0	93	7	0	4
O=C(O)C1C2C=CC(O2)C1C(=O)NC1CCCc2ccccc21 (stereo not given)	5	102	-0.1	-5	-3	-5	5	100	8	-9	0
Cc1ccc(OCCCCn2cnc3ccccc32)c(C)c1	4	105	0.9	0	-3	-1	-1	95	14	-4	3
Cc1cccc(C(=O)Nc2ccc(N3CCN(S(C)(=O)=O)CC3)cc2)c1	23	96	0.3	0	1	-1	4	93	10	-3	2
Cc1ccc(NC(=O)C(=O)NNC(=O)c2cccs2)cc1	9	101	0.1	-4	-6	-5	-2	103	20	-6	1
CCCc1nnc(NC(=O)CCC(=O)N2CCN(CCOc3ccc(C)cc3)CC2)s1	36	98	-0.8	-9	-4	-6	-5	108	4	-7	-3
Nc1nc(-c2ccccc2)cn1N	9	101	0.3	0	5	-2	0	105	25	0	3
CCOc1c(Br)cc(C(N)=O)cc1OCc1ccccc1	8	102	0.2	-2	-4	-4	-3	101	5	-2	7
Oc1ccc(N2CCN(c3nnnn3-c3ccccc3)CC2)cc1	7	103	-0.9	26	14	5	16	?	16	25	0
O=C(CSc1nnc(-c2ccncc2)o1)N1CCc2ccccc2C1	12	102	0.5	0	0	0	-1	110	47*	-9	1
CCOC(=O)N1CCN(CC(=O)Nc2c(C(=O)OC)[nH]c3cccc(Cl)c23)CC1	35	104	0.1	-4	-8	-11	1	98	5	-14	0
COc1ccc(NC(=S)Nc2cccc(C(C)=O)c2)cc1OC	13	104	0.1	-2	0	-5	0	111	11	0	2
Cc1nc(Cc2nnc(SCc3nc(N)nc(Nc4ccccc4C)n3)o2)cs1	29	100	0.6	1	-3	-6	-4	101	7	-4	3
CCc1ccccc1NS(=O)(=O)c1ccc2[nH]cc(C(=O)NCc3ccco3)c(=O)c2c1	16	93	-0.4	-1	-2	-5	0	97	21	-3	-2
Cc1ccc(S(=O)(=O)ON2C(=O)c3cccc4cccc(c34)C2=O)cc1	7	102	-0.4	-3	-10	-5	-2	123	15	-15	-6
Fc1ccc(-c2csc(=S)[nH]2)cc1	12	102	-0.8	-8	0	-22	-4	111	9	0	-3
Cc1cc2c(c(=O)n1CCCn1ccnc1)C(c1ccco1)C(C#N)=C(N)O2 (stereo not given)	14	101	0.5	-1	1	-1	1	96	17	0	2
CCn1cc(CNCc2cn[nH]c2-c2cc3ccccc3o2)cn1	18	103	0.1	-3	-5	-3	-2	100	6	-6	0
CC(C)CN(CCCNC(=O)CC1Oc2ccccc2NC1=O)CC(C)C (stereo not given)	29	101	-6.3	-2	-1	-3	0	103	22	-4	-4
NC(=O)CC(NSc1ccccc1[N+](=O)[O-])C(=O)O (stereo not given)	18	94	0.1	-3	-7	-17	-2	97	5	-3	4
Cc1cc(C)c(C#N)c(SCc2ccc([N+](=O)[O-])cc2)n1	9	96	1.4	-3	-5	-4	-4	99	9	-7	3
Cc1cccc2cc(CN(Cc3ccco3)S(=O)(=O)c3ccc4c(c3)OCCO4)c(=O)[nH]c12	15	98	-0.1	-8	-6	-4	-5	99	23	-1	0
CCCC(=O)Nc1ccc(-c2ccc(NC(=O)CCC)cc2)cc1	17	98	0.3	-6	-5	-2	-2	97	13	-11	-2
CCOc1ccc(S(=O)(=O)N2CCCC2)cc1	40	102	0.5	2	-7	-6	1	101	6	-10	1
C/C(=N/NC(=O)C(O)(c1ccccc1)c1ccccc1)c1ccc([N+](=O)[O-])o1	13	99	0.9	-6	2	0	-3	99	8	1	5
